Bioassay records from PubChem.
AID2073 – disruptors of CaV2.2 binding to Mint1 – biochemical, HTRF (AID 2073); HTRF protein-protein interaction, Mint1-CaV2.2; higher % means a stronger effect; one-dose inhibition, % at 20 µM; IC50 in µM for titrated hits; actives 0.19% (n = 290,000); in the data active means inhibition mostly above about 51%, no sharp cut-off; inconclusive means no clear call, values can overlap the other calls; inactive means mostly below about 53%; further: some results filed as inactive read as strong as hits
NS5 inhibitors – Dengue-2 NS5 methyltransferase inhibitors, primary screen, biochemical, confirmation dose response (AID 588689) | actives 0.3% (n = 340,000) | one-dose inhibition, % at 25 µM; IC50 in µM for titrated hits | Dengue-2 NS5 methyltransferase capping enzyme assay, biochemical; higher % means a stronger effect; in the data active means a potency from the dose series; inconclusive means inhibition above about 29% without an active follow-up result
RSV CPE inhibition – inhibition of RSV-induced cytopathic effect – HEp-2 cells, primary 10 µM value included (AID 2391). HEp-2 cells, RSV-induced CPE inhibition; higher % means a stronger effect. CPE inhibition, % at 10 µM; hits with a dose series show IC50 in µM. actives 0.13% (n = 310,000); in the data active means a potency from the dose series; inconclusive means CPE inhibition mostly from about 23% at the one dose, without a potency; inactive means the rest, 99 in 100 with CPE inhibition below about 21%; further: strong numbers were not always called active
UTI89 phage lysis – inhibition of K1F phage lysis, E. coli UTI89, bacterial capsule biogenesis inhibitors, alamar blue (AID 488966) | inhibition, % at 100 µM; hits with a dose series show IC50 in µM | actives 0.02% (n = 340,000) | E. coli UTI89 K1F phage lysis, alamar blue, 2 h; higher % means a stronger effect;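 active means phage lysis inhibition, versus mean bacterial control, above a set limit; inconclusive means no clear call, values can overlap the other calls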;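 further: capsule biogenesis inhibitors block K1F phage lysis so surviving cells raise fluorescence; higher fluorescence means more inhibition of phage lysis; actives were called in the ten point dose series up to 300 µM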
LYP inhibition – PTPN22 lymphoid phosphatase activity blockers – biochemical, fluorescence intensity, uHTS (AID 1779); recombinant LYP phosphatase, fluorescence intensity; higher % means a stronger effect; inhibition, % at 11.5 µM, or IC50 in µM where a hit was titrated; actives 0.054% (n = 290,000); in the data active means inhibition above about 50%;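 further: plate controls were vehicle with enzyme for no effect and no enzyme for full effect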
GPR35 antagonists – GPR35 antagonists blocking zaprinast-driven arrestin recruitment, primary screen, imaging, U2OS, beta-arrestin-GFP, zaprinast agonist (AID 2058). actives 0.052% (n = 290,000). one-dose inhibition, % at 10 µM; IC50 in µM for titrated hits. U2OS GPR35 beta-arrestin-GFP translocation imaging, zaprinast antagonism; higher % means a stronger effect;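 active means inhibition of at least 50% with at least 30 cells and total cytoplasm GFP at most 10,000,000; inconclusive means under 30 cells or total GFP of 10,000,000 plus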
Autophagy mod – autophagy modulation, high-content screen; MEF GFP-LC3 puncta imaging; test concentration mostly 10 µM; AID 463193; actives 0.98% (n = 190,000); calls only at 10 µM (by protocol);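 active means percentage of spot-positive cells more than 3 SD above its plate mean, without a fluorescence outlier flag or 80% toxicity; inconclusive means no clear call, values can overlap the other calls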;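 further: spot-positive cell cutoff set from DMSO-treated cells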
NTR1 ag – NTR1-driven beta-arrestin-GFP spot formation – imaging, U2OS cells, high content, primary screen (AID 493036) | activation, % at 20 µM | agonist mode | actives 0.17% (n = 330,000) | P30989;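 active means activation at or above 40% of the spot to cytoplasm intensity ratio, with at least 20 cells analyzed; inconclusive means wells under 20 cells, flagged as cytotoxic or low count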;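 further: 0% = DMSO without peptide and 100% = 100 nM NTR1 peptide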
Target sequence (P30989 whole entry, looked up): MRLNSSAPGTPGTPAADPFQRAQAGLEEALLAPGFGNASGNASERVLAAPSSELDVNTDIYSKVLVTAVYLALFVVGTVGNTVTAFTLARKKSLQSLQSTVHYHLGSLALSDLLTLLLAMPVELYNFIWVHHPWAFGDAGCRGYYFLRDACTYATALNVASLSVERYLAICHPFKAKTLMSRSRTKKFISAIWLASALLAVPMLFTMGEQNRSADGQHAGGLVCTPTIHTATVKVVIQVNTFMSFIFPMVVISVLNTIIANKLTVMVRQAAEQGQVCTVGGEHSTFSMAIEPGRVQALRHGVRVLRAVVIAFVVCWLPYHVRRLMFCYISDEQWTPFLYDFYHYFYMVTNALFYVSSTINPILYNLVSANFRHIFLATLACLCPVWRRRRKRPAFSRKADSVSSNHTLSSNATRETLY
WT yeast gro inh – growth inhibition of WT yeast, mitochondrial fusion screen | mitochondrial fusion phenotypic screen, WT strain | inhibition, % at 10 µM | actives 2.1% (n = 190,000); in the data active means inhibition above about 58%; tested in S. cerevisiae
WT yeast gro inh mutant strain – further read-out of WT yeast gro inh, marked with its call; inhibition, %; mitochondrial fusion phenotypic screen, mutant strain inhibition
Autophagy mod cell loss 18 h – also measured in Autophagy mod; calls as there; toxicity, %; measured here: cell loss, nuclei count;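 cell loss after 18 h compound exposure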
NTR1 ag cell count 20 µM – second read-out of NTR1 ag, no call of its own (marks repeat the call); cell count; measured here: cell count, cytotoxicity flag
An asterisk follows results filed as active; i = inactive; ? = inconclusive; . = no result given; [ ] = dose if it differs, or a comment.

SMILES	AID2073	NS5 inhibitors	RSV CPE inhibition	UTI89 phage lysis	LYP inhibition	GPR35 antagonists	Autophagy mod	Autophagy mod cell loss 18 h	NTR1 ag	NTR1 ag cell count 20 µM	WT yeast gro inh	WT yeast gro inh mutant strain
CCOc1cc(/C=N/Nc2nc(N3CCCCC3)nc(N3CCCCC3)n2)ccc1OC(=O)c1ccco1	47%	6%	8.3%	0.0%	7%	-7%	i	16	5.1	97	18	19
COc1ccc(N2CCN(S(=O)(=O)c3ccc4c(c3)NC(=O)C(C)S4)CC2)cc1 (stereo not given)	1%	2%	-0.1%	0.1%	-4%	18%	.	.	4.4	38	.	.
O=C(CS(=O)CC(=O)Nc1ccccc1-c1ccccc1)Nc1ccc(F)cc1 (stereo not given)	1%	-1%	0.9%	2.9%	-6%	8%	.	.	1.1	48	.	.
CC(=O)N=Nc1[nH]c(N)c2ccccc12	-1%	-3%	2.9%	0.3%	-4%	-5%	i	1	0.3	89	-4	-4
Cc1cc(C)cc(N2CCN(C(=O)N3CCOCC3)CC2)c1	0%	-2%	1.5%	6.4%	-7%	9%	i	27	-0.4	57	21	4
COc1ccc(Cn2nc(C(=O)O)c3ccccc3c2=O)cc1F	14%	-2%	3.3%	0.2%	-5%	0%	.	.	0.4	48	.	.
Cc1ccc(S(=O)(=O)N(C)Cc2ccc(C(=O)N/N=C3\CCCC(=O)C3)cc2)cc1	17%	-14%	2.5%	0.7%	7%	-6%	i	-3	0.3	63	-11	-20
Cc1nn(-c2ccccc2)c(C)c1C(=O)OCC(N)=O	-2%	8%	5.5%	-0.1%	0%	0%	i	-2	0.0	39	8	-22
O=C(C1CCC(CNc2c(N3CCCCC3)c(=O)c2=O)CC1)N1CCc2ccccc2C1 (stereo not given)	-3%	0%	.	-0.6%	3%	-10%	i	-6	-2.3	71	3	0
CCN(C(=O)c1cnc(NC(C)C)cc1C(F)(F)F)c1ccc(Cl)cc1Cl	9%	-10%	15%	0.8%	-1%	-3%	.	.	5.3	52	.	.
N/C(Cc1ccc([N+](=O)[O-])cc1)=N\OC(=O)c1ccc(Br)o1	-1%	-7%	0.6%	-5.1%	-10%	-5%	i	7	1.6	68	-23	-14
CCn1cc(C(=O)NCCN(C)C)c(=O)c2cc(F)c(N3CCN(C)CC3)cc21	8%	-2%	-0.3%	0.4%	-12%	2%	.	.	.	.	.	.
CC(=O)c1cn(CC(=O)Nc2cccc(C)c2C)c2ccccc12	-1%	-11%	0.8%	0.9%	-9%	-4%	i	7	-0.3	60	-2	-2
CC(C)c1ccc(NC2CCCN(C(=O)CCN3Cc4ccccc4C3=O)C2)cc1 (stereo not given)	5%	-11%	-0.9%	0.0%	-10%	10%	.	.	-1.1	66	.	.
Cc1ccc(-n2nc3c(=O)n(CCCC(=O)NCc4ccco4)nc(C)c3c2C)cc1	30%	4%	7.1%	0.0%	-12%	0%	.	.	-0.2	65	.	.
CCN(CC)C(=O)c1ccc2c(c1)nnn2C	2%	-15%	0.1%	0.5%	-10%	9%	i	-3	2.5	77	6	-5
O=C1C2CC=CCC2C(=O)N1c1ncn[nH]1 (stereo not given)	-3%	-5%	-0.2%	1.0%	-7%	11%	i	4	1.1	89	5	10
CC(=O)NC/C(C)=N\Nc1ccc([N+](=O)[O-])cc1	10%	-123%	4.1%	0.0%	-2%	0%	i	-5	0.2	91	78*	64*
COc1ccc(C(=O)Nc2c(Cl)cc(Cl)cc2C(=O)N2CCC(C)CC2)cc1	-4%	0%	2.3%	2.6%	0%	13%	i	-16	0.2	51	0	-12
O=C(Cn1nc(-c2ccccc2)ccc1=O)NCCN1CCN(Cc2ccccc2)CC1	-9%	1%	-0.5%	0.1%	-6%	8%	i	-4	-0.7	55	16	8
O=c1[nH]cnc2c1nnn2Cc1ccccc1	7%	-1%	0.3%	0.2%	-3%	-7%	.	.	-1.7	80	.	.
CCCCn1nnnc1SCC(=O)Nc1cccc(C)n1	-2%	-7%	1.2%	1.2%	-1%	-6%	i	-5	1.3	69	5	-10
COCCCN(C(=O)Cc1coc2cc(C)c(C)cc12)c1c(N)n(Cc2ccccc2)c(=O)[nH]c1=O	.	8%	-2.3%	0.5%[50 µM]	.	.	.	.	-0.4	58	.	.
Oc1[nH]c2ccccc2c1N=Nc1nc(Nc2ccccc2)nc(N2CCOCC2)n1	4%	-12%	4.1%	-0.2%	-3%	14%	.	.	16	57	.	.
CCc1cc2ccc(C)cc2nc1SCC(=O)Nc1cc(C)on1	-2%	1%	1.9%	0.4%	-7%	6%	i	-2	4.3	52	-6	-12
(list continues)
SMILES	AID2073	NS5 inhibitors	RSV CPE inhibition	UTI89 phage lysis	LYP inhibition	GPR35 antagonists	Autophagy mod	Autophagy mod cell loss 18 h	NTR1 ag	NTR1 ag cell count 20 µM	WT yeast gro inh	WT yeast gro inh mutant strain
O=S(=O)(Nc1ccc(Cl)nn1)c1ccccc1	-7%	2%	2.0%	0.1%	1%	-18%	i	15	0.2	37	-4	-6
Cc1ccc(Sc2nc(-c3ccccc3)ccc2C#N)cc1	3%	1%	1.7%	0.2%	-2%	18%	i	16	8.3	81	26	-2
CC(NC(=O)CCl)c1ccc(Cl)c(Cl)c1 (stereo not given)	10%	-1%	?	0.3%	-10%	-4%	i	-3	2.2	48	6	-1
O=C(O)COc1ccc(Br)cc1C(c1c(C(=O)O)[nH]c2ccccc12)c1c(C(=O)O)[nH]c2ccccc12	22%	?	0.4%	-0.4%	-3%	-14%	.	.	0.3	79	.	.
O=C(/C=C/c1ccccc1)Nc1cccnc1Oc1ccccc1F	2%	-8%	1.3%	1.4%	-6%	0%	.	.	1.8	54	.	.
O=C1c2ccccc2NC(c2ccccc2)N1NS(=O)(=O)c1ccccc1 (stereo not given)	3%	3%	1.3%	-0.2%	2%	10%	i	-3	1.3	43	6	-10
NC(CC(=O)O)c1ccc(F)cc1 (stereo not given)	22%	-4%	0.9%	3.6%	-8%	2%	i	-11	-0.3	54	-4	1
O=C(N/N=C/c1ccc(Br)cc1)c1cc[n+](Cc2ccccc2)cc1	23%	-3%	2.2%	10.0%	-3%	24%	i	-9	0.2	64	-3	9
O=C(Nc1ccc(S(=O)(=O)N2CCOCC2)cc1)c1ccc([N+](=O)[O-])o1	9%	-4%	11%	-3.8%[50 µM]	-1%	-4%	.	.	6.3	52	.	.
CC1(C)O[C@@H]2C[C@H]3[C@@H]4C[C@H](F)C5=CC(=O)CC[C@]5(C)[C@H]4[C@@H](O)C[C@]3(C)[C@]2(C(=O)CO)O1	2%	1%	-2.3%	2.7%	-6%	21%	i	35	0.6	53	-14	-6
CN(Cc1cnn(-c2ccccc2)c1)C(=O)C1CCC(=O)N(C2CC2)C1 (stereo not given)	?	-4%	1.0%	0.7%[50 µM]	-5%	3%	.	.	0.0	69	.	.
O=C(NNC(=O)C1CCC1)c1cccc(Cl)c1	.	-8%	3.6%	-0.1%[50 µM]	.	.	.	.	1.7	62	.	.
OCC(CO)(CO)NCc1ccc(-c2ccccc2)cc1	1%	-2%	-0.7%	0.3%[50 µM]	-10%	-2%	i	3	0.0	37	0	11
CC(=O)Nc1sc(C)c(C)c1C(=O)OCC(=O)N(CC(C)C)C1CCS(=O)(=O)C1 (stereo not given)	1%	-4%	2.4%	3.4%	-6%	-3%	i	1	2.5	68	-7	-1
CCCCn1c(N)c(N(C)C(=O)c2ccc(-n3cccn3)cc2)c(=O)[nH]c1=O	.	6%	1.4%	0.6%[50 µM]	.	.	.	.	-1.4	52	.	.
Cc1ccc2nc(-c3ccc(Br)cc3)cn2c1	2%	.	1.0%	-0.3%	-9%	7%	.	.	0.7	55	.	.
COc1cccc(OCc2cc(C3Nc4ccccc4C(=O)N3Cc3ccco3)ccc2OC)c1 (stereo not given)	37%	-14%	.	-0.2%	2%	2%	i	-3	.	.	12	-2
CSCCC(NC(=O)c1ccccc1Cl)C(=O)NCc1ccncc1 (stereo not given)	.	-3%	-0.5%	1.3%[50 µM]	.	.	.	.	-0.7	76	.	.
COC(=O)[C@@H](NC(=O)NC(C)CCc1ccccc1)C(C)C (stereo not given in full)	4%	-4%	-0.7%	6.3%	-10%	-2%	i	5	-0.3	49	-9	7
CCCCCN(C(=O)CCC(=O)OCC(=O)N(C)c1ccccc1)c1c(N)n(CCCC)c(=O)[nH]c1=O	.	0%	-1.9%	0.2%[50 µM]	.	.	.	.	-0.2	70	.	.
CC(c1nccs1)N(C)C(=O)CCc1nnc(-c2ccc(-c3ccccc3)cc2)o1 (stereo not given)	6%	-5%	9.8%	-0.5%[50 µM]	-5%	5%	i	30	2.7	61	16	18
COC(=O)c1sccc1NC(=O)CC1C(=O)NCCN1C(=O)Nc1ccc(C(F)(F)F)cc1 (stereo not given)	-6%	6%	7.0%	0.6%	-2%	4%	.	.	-0.6	40	.	.
O=C(COC(=O)Cc1ccccc1F)NCCc1ccccc1	.	0%	-0.3%	0.7%[50 µM]	.	.	.	.	-0.4	55	.	.
COCCCN1C(=O)C(=O)/C(=C(/O)c2ccc(OCC(C)C)cc2C)C1c1cccnc1 (stereo not given)	7%	-2%	-0.3%	0.8%[50 µM]	1%	11%	i	4	-0.2	50	-3	-2
CC(=O)NCC(=O)N(Cc1ccco1)C1(C(=O)NC2CCCC2)CCCCC1	11%	-3%	-0.2%	1.4%	-6%	-3%	i	-6	0.1	66	-1	10
Cc1ccc(Cn2nc(C)c(C(=O)N3CCN(S(=O)(=O)/C=C/c4ccccc4)CC3)c2C)cc1	.	1%	2.4%	0.2%[50 µM]	.	.	.	.	1.3	86	.	.
NC(=O)CSc1nccn1Cc1ccc(Cl)cc1	-3%	4%	0.4%	0.3%	-4%	-4%	i	15	-1.2	57	3	-12
CCC(C)NC(=O)CN(c1ccc(OC)cc1)S(=O)(=O)c1ccc(NC(C)=O)cc1 (stereo not given)	-3%	-2%	0.2%	0.1%	-5%	9%	i	-8	0.0	99	-21	-7

The order is random (roughly 2.6% active in at least one column).
